PAFAH1B2 FP inh: PAFAH1B2 enzyme inhibitors, primary screen, biochemical, fluorescence polarization, human. Platelet-activating factor acetylhydrolase IB subunit alpha2 (Homo sapiens), P68402. recombinant PAFAH1B2, FP-rhodamine activity probe. inhibition, % at 3.39 µM. 1.2% of 340,000 active. AID 492953, 2010;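 active = inhibition above the mean of all tested compounds plus 3 SD, cut at about 24% in these data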;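 note: 0% = enzyme with DMSO and 100% = wells lacking PAFAH1B2; many of its hits are not listed in these tables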
Target sequence (P68402 whole entry, looked up): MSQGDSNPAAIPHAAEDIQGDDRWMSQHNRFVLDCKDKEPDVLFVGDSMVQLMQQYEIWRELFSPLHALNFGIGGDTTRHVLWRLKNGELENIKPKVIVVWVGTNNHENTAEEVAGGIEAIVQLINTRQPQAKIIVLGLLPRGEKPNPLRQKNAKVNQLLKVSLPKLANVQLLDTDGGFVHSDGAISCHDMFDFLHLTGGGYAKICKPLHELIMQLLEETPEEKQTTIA
An asterisk follows results filed as active. An excerpt; the hit share may differ from the screen's.

PAFAH1B2 FP inh | compound
6.8 | Cc1cc(C)c2c(=O)[nH][nH]c2n1
6.3 | COc1ccc(/C=N/NC(=O)c2cc3c(ccc4ccccc43)o2)cc1OC
1.2 | CCCCN(C(=O)c1cc(S(=O)(=O)N2CCCCC2)ccc1Cl)c1c(N)n(CC(C)C)c(=O)[nH]c1=O
5.8 | OCC1OC(n2ccc3c(SCc4ccccc4)ncnc32)C(O)C1O (centres undefined)
5.8 | Nn1c(SCC(=O)NCC2CCCO2)nnc1-c1cc(Cl)ccc1Cl (centres undefined)
1.3 | CN1CCc2c(n(CC(O)CN3C(=O)c4ccccc4S3(=O)=O)c3ccccc23)C1=O (centres undefined)
0.3 | c1ccc(COc2ncnc3c2ncn3CCCNCCN2CCOCC2)cc1
3.0 | O=C1CCCc2ccc3ccccc3c21
3.1 | Nc1ccc(S(=O)(=O)NCC2CCCCO2)cc1 (centres undefined)
3.3 | COc1ccccc1CNS(=O)(=O)c1cc(C(=O)NCc2ccccn2)c(Cl)cc1Cl
2.8 | O=S(=O)(c1ccccc1)N1N=C(c2ccc(Cl)cc2)CC1c1ccco1 (centres undefined)
8.3 | NC1=C(Cl)C(=O)c2ccccc2C1=O
6.6 | O=c1[nH]cc(CN2CCOCC2)c(=O)[nH]1
5.2 | Cc1cc(O)c(C(C)C)cc1N=Cc1ccc(N(C)C)cc1
-1.8 | c1ccc2c(c1)nc1n2C2(N3CCOCC3)CCCC2C1N1CCOCC1 (centres undefined)
1.8 | COc1cc2c3c(n(C)c(=O)c2cc1OC)-c1cc2c(cc1C3=O)OCO2
3.1 | CCOC(=O)/C(C#N)=C1/C(=O)N(Cc2ccccc2)c2ccccc21
5.6 | CC(=O)C1(O)C(C)CC2C3CC(F)C4(O)CC(O)CCC4(C)C3CCC21C (centres undefined)
-3.1 | Cc1ccsc1C(=O)N(C)CC(=O)Nc1ccccc1Br
-1.2 | O=c1c(=NNc2ccccc2Cl)c(=O)c2ccccc12
11.3 | COc1cccc2c1C(=N)c1c(O)c3c(c(O)c1C2=O)CC(O)(C(C)=O)CC3OC1CC(N)C(O)C(C)O1 (centres undefined)
-4.5 | COc1ccc(-c2csc(C(C#N)=C(O)CSc3nccn3C)n2)cc1OC
5.9 | C/C(C/C(C)=C1/SC(=S)NC1=O)=C1\SC(=S)NC1=O
4.6 | O=C(CN1C(=O)c2ccccc2C1=O)NC(Cc1ccccc1)C(=O)O (centres undefined)
-1.1 | O=C(C1CC1)N1CCc2cc(Br)c(S(=O)(=O)N3CCCCCC3)cc21
2.8 | C/C(=N\NC(=O)c1ccc(Br)o1)c1cc2c(cc1NC(=O)CCC(=O)O)OCO2
6.5 | O=S(=O)(NC1CC1)c1ccc(Br)cc1N1CCC[C@H]1CO
6.8 | O=C1CCC[C@@H]2C[C@@]3(C[C@@H]4CCN1[C@H]24)Nc1cc(Cl)ccc1NC3=NCc1ccccc1
30.1* | O=C(O)CCc1ccc(S(=O)(=O)Nc2cc(C(F)(F)F)ccc2N2CCCC2)cc1
4.3 | CC1(C(=O)OCC(=O)Nc2cc(S(=O)(=O)N3CCOCC3)ccc2Cl)CC1(Cl)Cl (centres undefined)

Fetched by compound from above (2):
PAFAH1B2 FP inh | compound
4.6 | O=C(CN1C(=O)c2ccccc2C1=O)NC(Cc1ccccc1)C(=O)O (centres undefined)
1.2 | CCCCN(C(=O)c1cc(S(=O)(=O)N2CCCCC2)ccc1Cl)c1c(N)n(CC(C)C)c(=O)[nH]c1=O

New compounds follow.
PAFAH1B2 FP inh | compound
4.7 | COc1cc(/C=C/C(C)=NNc2ccccc2)ccc1O
3.4 | CC1(C)CC(=O)C2=C(C1)N(c1ccccc1)C(=O)C(C(=O)OCc1ccccc1)C2 (centres undefined)
-14.0 | O=C(COC(=O)c1ccc(NS(=O)(=O)c2cccs2)cc1)Nc1nc2c(F)c(F)c(F)cc2s1
2.9 | NC(=O)C1(N2CCCCC2)CCN(C(=S)Nc2ccc(Cl)cc2)CC1
-1.9 | Cc1cccc(NC(=O)CN(C)C(=O)/C=C/c2ccccc2)c1C
3.8 | CC(C)(C)CC(C)(C)SSc1n[nH]c(=S)s1
-2.3 | Cc1cccc2c1CCCC2=O
5.8 | COCCN(C(=O)CSc1nnc(-c2ccncc2)n1C)c1c(N)n(CC(C)C)c(=O)[nH]c1=O
0.6 | CCc1nc2ccccc2c(C(=O)OCC(=O)N(CCOC)c2c(N)n(Cc3ccccc3)c(=O)[nH]c2=O)c1C
4.5 | COc1ccc(S(=O)(=O)N2CCN(Cc3cc4c(cc3Br)OCCO4)CC2)cc1
3.7 | CC1=CC(=O)[C@@H](OC(=O)Nc2ccc(C)cc2)[C@@H](c2ccccc2Br)N1C
3.2 | CN(C)CCCn1c2c3ccccc3ccc2c2oc(=O)c3ccccc3c21
7.6 | O=c1cc(Br)c(O)c(Br)cc1Br
7.9 | CCCCc1ccc(NC(=O)CN2C(=O)NC(Cc3ccccc3)C2=O)cc1 (centres undefined)
1.1 | CCOc1ccc(NS(=O)(=O)c2cccc(C(=O)NCC3(N(C)C)CCCCC3)c2)cc1
0.3 | O=S(=O)(CC(O)(c1ccccc1)c1ccccc1)CC(O)(c1ccccc1)c1ccccc1
2.1 | Nc1c(Cl)cc(N=Nc2ccccc2)cc1Cl
3.8 | O=[N+]([O-])c1ccc(NN=Cc2ccc(O)cc2O)nc1
8.8 | O=C(Nc1cccc(C(=O)N2CCCCC2)c1)C1CCCCC1
2.3 | Cc1ccc(C)n1-c1ccc(-c2ccnc(N)n2)cc1
-0.7 | COc1ccc(C(OC(=O)c2ccco2)C(=O)NC(C)(C)C)cc1OC (centres undefined)
6.9 | Cc1ccc(NS(=O)(=O)N2CCCCC2)cc1
3.9 | CCOC(=O)C1CCCN(C(=O)c2ccc(Cl)c(S(=O)(=O)N3CCc4ccccc43)c2)C1 (centres undefined)
0.5 | COc1ccc(NS(=O)(=O)c2cccc(C(=O)NCC(c3ccc(OC)cc3)N3CCCCC3)c2)cc1 (centres undefined)
5.1 | CC(C)C[C@H]1CNC(=S)N1CC1CCN(CC2CCC(C(C)(C)C)CC2)CC1 (some centres undefined)
4.5 | CN(Cc1ccccc1)C(=O)c1cccc(NC(=O)Cc2ccc(NC(=O)C3CCCN(C(=O)C4CC4)C3)cc2)c1 (centres undefined)
4.4 | CC(C)Cc1nnc(N)s1
1.6 | [O-]/[N+](=N\Nc1ccc(Cl)cc1)c1ccccc1
1.3 | CCN(CC(=O)Nc1c(F)cccc1F)C(=O)c1ccc(OCC(=O)N2CCOCC2)c(OC)c1
4.1 | COc1ccc(NC(=O)N(C)C[C@H]2Oc3ccc(NS(=O)(=O)c4ccccc4)cc3C(=O)N([C@H](C)CO)C[C@@H]2C)cc1
-2.7 | CC(C)(C)OC(=O)N1CCC(C(=O)Nc2cccc(C(=O)NCCc3ccccc3)c2)CC1
2.1 | O=C(Nc1c(Br)cc2c(c1Br)Cc1ccccc1-2)C(Cl)Cl
8.8 | CCOC(=O)C(C(=O)Cc1ccccc1)c1ccccc1 (centres undefined)
2.2 | CC1CCN(C(=O)COC(=O)c2c[nH]c3ccccc23)CC1
7.6 | O=C(O)C1=NN(c2cc(Cl)c(S(=O)(=O)O)cc2Cl)C(=O)C1
-4.3 | CCOc1ccc(OCC)c(NC(=O)C2CCCN(S(=O)(=O)c3cccs3)C2)c1 (centres undefined)
3.2 | CN1CCN(C(=O)/C(C#N)=C/c2ccc(OC(F)F)cc2)CC1
-1.8 | Cc1ccc(C(C(=O)NCc2ccco2)N(CCc2ccccc2)C(=O)Cn2nnc3ccccc32)o1 (centres undefined)
2.6 | CC(=NNC(=O)c1ccncc1)c1cccc(Cl)c1
3.5 | C[C@H]1CN[C@H](CCO)/C1=C\c1ccccc1
2.1 | Cn1c(N)c(C(=O)COC(=O)c2cc(S(=O)(=O)NCc3ccccc3)ccc2O)c(=O)n(C)c1=O
3.9 | OC1CCCC1NCc1ccnc2cc(Cl)ccc12 (centres undefined)
4.0 | CCN(CC)S(=O)(=O)c1ccc(NC(=O)COC(=O)CNC(=O)C2CCCCC2)cc1
3.1 | CC1CCCN(CC(O)CN2CCN(CC(O)CN3CCCC(C)C3)C(C)C2)C1 (centres undefined)
-1.2 | O=C(COC(=O)c1cc[n+]([O-])cc1)Nc1ccc([N+](=O)[O-])cc1C(F)(F)F

Two entries from above in another layout:
canonical_smiles	PAFAH1B2 FP inh
CC(=NNC(=O)c1ccncc1)c1cccc(Cl)c1	2.6
Cn1c(N)c(C(=O)COC(=O)c2cc(S(=O)(=O)NCc3ccccc3)ccc2O)c(=O)n(C)c1=O	2.1

New compounds follow:
PAFAH1B2 FP inh | compound
-4.0 | O=C(CC1CCCC1)N1CCN(S(=O)(=O)c2cccc(F)c2)CC1
2.2 | Cc1ccc(C(=O)OCC(=O)NC2CCCCCC2)c(C)c1
3.0 | Cc1noc(C)c1S(=O)(=O)N1CCN(c2ccccc2Cl)CC1
15.4 | N#Cc1ccc(CSc2ccc(S(=O)(=O)N3CCCCCC3)cn2)cc1
33.1* | O=C1C(Cl)=C(NCCc2ccccc2)C(=O)c2ccccc21
17.5 | O=C(NCC(c1ccco1)N1CCCCC1)c1cccc(S(=O)(=O)Nc2ccc(F)cc2)c1 (centres undefined)
0.2 | CN1CCOC1c1ccc(C2OCCN2C)cc1 (centres undefined)
3.9 | OCC1(CO)CCCC(CO)(CO)C1O
1.6 | Cn1c(=S)c2[nH]c(SCCN)nc2n(C)c1=O
8.6 | C[C@H](CO)N1C[C@H](C)[C@@H](CN(C)CC2CC2)Oc2c(NC(=O)C3CC3)cccc2C1=O
3.0 | O=[N+]([O-])c1cccc(Oc2ncccc2[N+](=O)[O-])c1
4.5 | CCCN1/C(=C(\C#N)C2=NS(=O)(=O)c3ccccc32)N(C)c2ccccc21
2.1 | Cc1cccc2sc(NC(=O)Cn3c(C)csc3=O)nc12
6.8 | O=C(c1ccc(-c2ccccc2)cc1)N1CCN(Cc2ccccn2)CC1
-1.2 | O=C(Nc1ccccc1)OCCc1ccccn1
2.2 | C=Cc1cc2c(cc1O)CCC1C2CCC2(C)C(O)CCC12 (centres undefined)
8.7 | CN(C)C(CNC(=O)c1cccc(S(=O)(=O)N2CCN(c3ccccc3)CC2)c1)c1ccccc1 (centres undefined)
1.5 | CC(=O)Nc1ccc(S(=O)(=O)Nc2cc(S(=O)(=O)N3CCCCC3)ccc2O)cc1
8.8 | CC1(C)CC[C@]2(C(=O)n3ccnc3)CC[C@]3(C)[C@H](C(=O)C=C4[C@@]5(C)C=C(C#N)C(=O)C(C)(C)[C@@H]5CC[C@]43C)[C@@H]2C1
1.6 | Cc1c(Cl)cnc(NC(=O)CSc2nnc3ccccn23)c1Cl
2.4 | C=C1CC(COc2cc(=O)oc3ccccc23)(c2ccccc2)OC1=O (centres undefined)
-3.3 | CCOC(=O)C1CCCN(S(=O)(=O)c2nc3nc(C)cc(C)n3n2)C1 (centres undefined)
3.6 | O=C1CCCc2c1oc1c2CCCC1
4.8 | O=[N+]([O-])c1ccc(N=NNc2ccc([N+](=O)[O-])cc2)cc1
10.8 | O=C(O)C1C(c2ccccc2)c2ccccc2C(O)C1CO (centres undefined)
3.8 | O=C(CC1Sc2ccccc2NC1=O)NNc1cc(Cl)ccc1Cl (centres undefined)
1.2 | Cc1ccnc(SCCn2c(N3CCC(C)CC3)nc3c2c(=O)[nH]c(=O)n3C)n1
3.2 | COc1ccc(CCN2C(=O)C=CC2=O)cc1OC
-0.8 | Cc1ccccc1N1C(=O)c2cccc([N+](=O)[O-])c2C1=O
5.3 | CC12CCC3C(CCC4CC(O)CCC43C)C1CC(O)C2 (centres undefined)

Brought forward from above: five compounds, then new ones.
PAFAH1B2 FP inh | compound
3.8 | O=C(CC1Sc2ccccc2NC1=O)NNc1cc(Cl)ccc1Cl (centres undefined)
1.2 | Cc1ccnc(SCCn2c(N3CCC(C)CC3)nc3c2c(=O)[nH]c(=O)n3C)n1
3.2 | COc1ccc(CCN2C(=O)C=CC2=O)cc1OC
-0.8 | Cc1ccccc1N1C(=O)c2cccc([N+](=O)[O-])c2C1=O
5.3 | CC12CCC3C(CCC4CC(O)CCC43C)C1CC(O)C2 (centres undefined)
3.4 | Cc1ccc(OCC(=O)Nc2ccc3c(c2)ncn3C)cc1
1.6 | COc1ccccc1NC(=O)CN1CCN(CC(=O)Nc2ccc(Cl)c(C(F)(F)F)c2)CC1
2.3 | Cn1c(=O)c2[nH]c(CCNC(=O)c3ccccc3)nc2n(C)c1=O
-2.1 | CCN1C(=O)[C@@H]2[C@@H](c3ccc(-c4cc(C(C)=O)cs4)cc3)N3CCC[C@@]3(C(=O)OC)[C@@H]2C1=O
8.5 | CC(NC(C(=O)c1ccccc1)c1ccccc1)c1ccccc1 (centres undefined)
2.1 | Nc1cc2c(cc1Br)-c1ccccc1C2=NO
1.5 | Cc1ccccc1S(=O)(=O)N1C[C@H]2CON(C)[C@H]2C[C@H]1c1cccc(-c2ccccc2)c1
0.4 | O=C(OCc1cc(=O)n2ccsc2n1)c1ccc(OC(F)F)cc1
0.9 | CCCn1c(=NC(=O)c2ccncc2)c(C#N)cc2c(=O)n3cccc(C)c3nc21
-2.6 | O=c1[nH]c(=S)[nH]cc1Oc1ccccc1
0.3 | CCN(CC)CCNC(=O)c1ccc(NC(=O)c2ccc(S(=O)(=O)N(C)c3ccccc3OC)cc2)cc1
-2.0 | O=C1NCN(C2CCCCC2)CN1
-2.2 | CCOc1ccc(C(=O)NCC(=O)Nc2ccc3c(c2)OCO3)cc1OCC
-3.9 | COC(=O)c1ccc(COC(=O)c2ccc(C)c(S(=O)(=O)N3CCCCC3)c2)cc1
0.4 | NC1=NC(=O)C(c2ccccc2)(c2ccccc2)S1
-1.3 | COc1ccc(C=C2SC(=S)NC2=O)c(OC)c1OC
0.0 | Cc1nn(C2CC(O)C(O)C(CO)O2)c(=O)[nH]c1=O (centres undefined)
1.8 | COc1ccccc1N1CCN(C(=O)c2cccc(S(=O)(=O)N3c4ccccc4CC3C)c2)CC1 (centres undefined)
-1.4 | CC(=O)Nc1ccc(S(=O)(=O)NCCC(=O)OCC(=O)c2cccc(Br)c2)cc1
6.3 | CN1CCN(C(c2ccc(F)cc2)c2ccc3cccnc3c2O)CC1 (centres undefined)
